Source: PubChem BioAssay
uPA surface inh = cell surface uPA generation inhibition | cell surface uPA generation assay, qHTS | Potency, µM (highest dose often 38.3 µM), inactives show at the top dose activity change, negative = inhibition, hits mostly inhibitors | 330,000 tested, 0.31% active; active means well fitted inhibition curve with a large enough effect; inconclusive means small, poorly fitted or top-dose-only effect; inactive means no such curve, though single readings can be large or run the other way; tested in mouse RAW 264.7 cells; further: potency means the concentration at half of the fitted maximal effect; on the % scale 0 is the no-effect control and ±100 the full control effect; nearly all actives have a fitted effect of over 55% in size
Gal4-VP16 FLuc = Gal4-VP16 reporter inhibition counter-screen; Drosophila S2 Gal4-VP16 UAS-luciferase, luminescence, 20 h; Potency, µM (doses to about 53.6 µM), without a hit: top-dose activity, negative = inhibition, usual class: inhibitors; 310,000 tested, 3.5% active;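 further: Gal4-VP16 expression switched on by copper sulfate through the metallothionein promoter; potency means the concentration at half of the fitted maximal effect; on the % scale 0 is the no-effect control and ±100 the full control effect; nearly all actives have a fitted effect of over 50% in size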
FBPA coupling cs = counter-screen for Giardia aldolase inhibitors: coupling enzyme system. 290,000 tested, 0.67% active. coupling enzyme system counterscreen, AmpLite Red fluorescence. activity change, negative = inhibition, % at 58.2 µM, hits read low; in the data active means activity change below about -30%; further: on the % scale 0 is the no-effect control and ±100 the full control effect
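First, compound is pin-transferred into glyceraldehyde-3-phosphate coupling-enzyme reagent at 57.5 uM final and held 10 min at RT. Next, substrate, coupling system and AmpLite Red are added. After 20 min RT, fluorescence (525/598 nm) is read.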
FLuc modulator = inhibits or activates purified firefly luciferase, miR-21 counter-screen. purified FLuc, Km substrates, luminescence inhibition. P08659. 360,000 tested, 6.9% active. Potency, µM (doses to about 57.5 µM), without a hit: at the highest dose activity change, negative = inhibition, hits mostly inhibitors. AID 588342;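 further: potency means the concentration at half of the fitted maximal effect; plate controls were vehicle for no effect and reference inhibitor for full effect; nearly all actives have a fitted effect of over 55% in size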
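Biochemical qHTS of compounds, final roughly 60 µM downward over six points, against 10 nM purified firefly luciferase using Km concentrations of substrates (10 uM D-luciferin, 10 uM ATP) in Tris acetate pH 7.5 buffer; luminescence output.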
NPC1 promoter act = NPC1 promoter activation; 320,000 tested, 2.4% active; Potency, µM (highest dose often 9.22 µM), inactives show at the top dose activation, hits mostly activators; Huh7 NPC1 promoter luciferase reporter, 24 h;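 further: potency means the concentration at half of the fitted maximal effect; % of control where 0% means no effect; nearly all actives have a fitted effect of over 60% in size; reporter is driven by a mutant NPC1 promoter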
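Stable NPC1-promoter luciferase Huh7 line; cpd (DMSO) 24 h, 37 °C, 5% CO2; Amplite luciferase reagent 10 min RT; luminescence readout. qHTS format.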
ELG1 genotoxic = inducers of genotoxicity in HEK293T ELG1-luciferase cells | Potency, µM (top dose mostly 46 µM), inactives show at the highest dose activity change, positive = activation, usual class: activators | 330,000 tested, 1.3% active | HEK293T ELG1-luciferase reporter, luminescence, 16 h; further: potency means the concentration at half of the fitted maximal effect; % of control where 0% means no effect; nearly all actives have a fitted effect of over 60% in size
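HEK293T cells expressing luciferase-tagged ELG1 were treated with compound or DMSO for 16 hr at 37°C. Luciferase activity was then read after 30 min with ONE-Glo at room temperature; rising signal flags genetic stress.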
Giardia killer = kills Giardia lamblia; Giardia lamblia trophozoite viability; activity change, % at 7.66 µM, hits read low; 340,000 tested, 0.15% active; AID 540267; in the data active means activity change below about -80%; inconclusive means between about -30% and that limit;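 further: parasites exposed to compound for two days anaerobically before the ATP read; on the % scale 0 is the no-effect control and ±100 the full control effect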
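Anaerobic 48 hrs incubation at 37 deg C of 100 trophozoites/well with test compounds; ATPLite 1-Step luminescence, 15-30 min RT, reports cellular ATP as viability.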
Rab9 promoter act = activates the Rab9 promoter | Huh7 Rab9 promoter-luciferase reporter, luminescence, 24 h | Potency, µM (series often up to 9.22 µM), without a hit: top-dose activation, negative = inhibition, usual class: activators | 320,000 tested, 2.8% active | AID 485297; further: potency means the concentration at half of the fitted maximal effect; % of control where 0% means no effect; nearly all actives have a fitted effect of over 60% in size
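Cell-based reporter: Huh7 stable for Rab9 promoter-driven luciferase, plated in reduced-serum medium with 10% FBS at 1500 cells/well, compound-treated 24 h at 37 °C, luminescence read after 10 min reagent.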
KCNH2 3.1 block = blocks the human KCNH2 3.1 channel isoform; 340,000 tested, 0.95% active; U2OS KCNH2 3.1, thallium flux FluxOr; stronger effect = lower value; activity change, % (tested at about 1.8 µM); AID 720553;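 active means maximum activity change below -70%; inconclusive means maximum activity change from -70% to -50%; inactive means maximum activity change above -50%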;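 further: thallium influx rate constant from kinetic fluorescence after stimulation buffer; on the % scale 0 is the no-effect control and ±100 the full control effect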
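Measured as rate of thallium-driven FluxOr signal in transduced U2OS cells carrying the 3.1 channel, read kinetically for 2 min upon stimulation; values are rate constants scaled to DMSO control wells.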
Tb PFK block = blocks T. brucei phosphofructokinase; T. brucei PFK, ADP-Glo luminescence; Potency, µM (series often up to 57.5 µM), without a hit: at the top dose activity, negative = inhibition, most hits filed as inhibitors; 330,000 tested, 0.17% active;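 further: potency means the concentration at half of the fitted maximal effect; 0% = uninhibited 1x PFK enzyme wells and -100% = no-enzyme wells; nearly all actives have a fitted effect of over 60% in size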
Target sequence (O15648 whole entry, looked up): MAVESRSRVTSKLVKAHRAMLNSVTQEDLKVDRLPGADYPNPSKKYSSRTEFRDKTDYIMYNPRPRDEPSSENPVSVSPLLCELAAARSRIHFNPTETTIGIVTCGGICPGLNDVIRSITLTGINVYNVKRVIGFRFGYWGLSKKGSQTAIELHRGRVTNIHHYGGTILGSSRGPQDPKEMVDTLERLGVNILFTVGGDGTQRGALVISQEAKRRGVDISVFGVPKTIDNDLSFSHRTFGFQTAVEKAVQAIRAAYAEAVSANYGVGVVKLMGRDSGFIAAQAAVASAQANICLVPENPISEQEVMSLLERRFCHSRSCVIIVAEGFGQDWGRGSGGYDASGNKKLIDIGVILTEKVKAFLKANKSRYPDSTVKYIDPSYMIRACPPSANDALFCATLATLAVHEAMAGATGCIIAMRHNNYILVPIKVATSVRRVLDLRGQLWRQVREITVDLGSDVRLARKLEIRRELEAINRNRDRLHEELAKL
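Compounds were pin-transferred as a titration series up to 57 uM into substrate buffer (0.5 mM F6P, 0.1 mM ATP, pH 8.0), then 1.25 nM PFK was added and reactions ran 45 min before ADP-Glo detection.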
RORgamma inh = inhibitors of mouse ROR gamma transcriptional activity. P51450. Drosophila S2 Gal4-RORgamma UAS-luciferase reporter, 20 h. Potency, µM (highest dose often 53.6 µM), for the others: at the highest dose activity change, negative = inhibition, hits mostly inhibitors. 310,000 tested, 5.4% active. AID 2551; further: potency means the concentration at half of the fitted maximal effect; on the % scale 0 is the no-effect control and ±100 the full control effect; nearly all actives have a fitted effect of over 60% in size
Target sequence (P51450 whole entry, looked up, the tested form may be a part): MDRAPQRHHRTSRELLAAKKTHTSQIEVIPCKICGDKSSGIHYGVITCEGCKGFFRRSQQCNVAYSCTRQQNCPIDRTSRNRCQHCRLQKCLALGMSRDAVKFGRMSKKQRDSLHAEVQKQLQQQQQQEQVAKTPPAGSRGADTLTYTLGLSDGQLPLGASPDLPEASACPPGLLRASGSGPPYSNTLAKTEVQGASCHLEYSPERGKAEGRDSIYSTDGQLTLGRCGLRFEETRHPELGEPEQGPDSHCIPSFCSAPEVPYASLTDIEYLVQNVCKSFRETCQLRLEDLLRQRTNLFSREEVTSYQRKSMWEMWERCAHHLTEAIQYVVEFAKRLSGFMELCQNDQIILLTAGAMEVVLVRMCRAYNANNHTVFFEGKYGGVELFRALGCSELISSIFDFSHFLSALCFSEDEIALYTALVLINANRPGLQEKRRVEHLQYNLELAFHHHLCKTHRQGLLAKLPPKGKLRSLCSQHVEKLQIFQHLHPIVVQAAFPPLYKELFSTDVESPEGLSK
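Schneider cells (Drosophila), stable Gal4 DBD–ROR gamma + UAS-luc; 1 hr cmpd preincubation; Cu2+ induction 700 uM final; 20 hr ambient; luminescence.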
Numbers without * were called inactive; u = inconclusive; x = no result given; & = joins results of further samples; [ ] = dose if it differs, or a comment. Unless noted, the call rests on the fitted dose curve; in most records, active means well fitted curve in the direction sought with a large enough effect; inconclusive means small, poorly fitted or top-dose-only effect, or another doubt; inactive means no such curve, though single readings can be large; an effect the other way counts as inactive or inconclusive.

SMILES	uPA surface inh	Gal4-VP16 FLuc	FBPA coupling cs	FLuc modulator	NPC1 promoter act	ELG1 genotoxic	Giardia killer	Rab9 promoter act	KCNH2 3.1 block	Tb PFK block	RORgamma inh
C/C(N)=C(/C#N)C(=O)COC(=O)c1ccc(NC(N)=O)cc1	4%	-4%	3	-1%	0%	-1%	23	-3%	15	-2%	4%
Cc1sc2ncnc(SCC(=O)NC(C)C(C)C)c2c1C (stereo unspecified)	-3%	-11%	4	-1%	-2%	-8%	16	-14%	8	-3%	-6%
Cc1ccc(OCCN(C)C(=O)C2CCC(=O)N(CCCN3CCOCC3)C2)cc1 (stereo unspecified)	-8%	6%	3	-2%	0%	1%	44[activator]	2%	-6	-4%	5%
CC(=O)c1c(C)[nH]c(C(=O)Nc2nc(-c3ccccc3)c(C)s2)c1C	6%	-4%	1	3µM*	u	9%	-3	u	0	0%	-22%
COC(=O)c1ccc(N2CCN(c3ccccc3)CC2)c(NC(=O)C2CC2)c1	30%[activator]	-10%	0	-2%	-5%	-10%	u	2%	-2	0%	4%
N#C/C(C(N)=O)=C1/SC(Cc2ccc(F)cc2)C(=O)N1c1ccccc1 (stereo unspecified)	11%	5%	1	3%	1%	-3%	7	-4%	5	2%	32%
CSCCC(NC(=O)c1ccc(Cl)cc1Cl)C(=O)OCC(N)=O (stereo unspecified)	0%	-1%	-1	u	0%	0%	-10	-4%	-4	-3%	0%
Cc1c(Cl)cccc1NC(=O)CNC(=O)Cc1n[nH]c(=O)c2ccccc12	-1%	x	x	x	x	1%	-16	x	3	-11%	x
CCOC(=O)C1=C(C)NC(=O)NC1c1ccsc1 (stereo unspecified)	4%	2%	0	6%	-3%	-3%	-3	-2%	-7	0%	-17%
Cc1cc(C(=O)OCC(=O)N2CCOCC2)c(C)n1-c1ccccc1	8%	x	x	x	x	8%	7	x	-4	5%	x
COc1cccc(CNn2c(-c3cccc(C)c3)nc3ccccc3c2=O)c1O	10%	-10%	-7	2%	-4%	-7%	-16	-1%	-36	-6%	1%
COc1cccc(C(=O)N2CCN(S(=O)(=O)Cc3ccccc3)CC2)c1	4%	8%	0	8%	0%	-4%	1	1%	4	3%	-9%
COc1ccc2nc(SCC(=O)Nc3c(C)cccc3C)[nH]c2c1	4%	5%	0	-9%	1%	-3%	19	-1%	-5	-18%	-21%
OCCNc1ncnc2ccc(Br)cc12	2%	-5%	-1	-1%	16%	-7%	-3	2%	7	2%	12%
Cc1c(C(=O)NC2CCC(C)CC2)oc2ccccc12 (stereo unspecified)	1%	-13%	x	9.5µM*	3.2µM*	u	-1	2.8µM*	-7	0%	16%
COc1ccc(-c2noc(CCC(=O)N3CCN(c4cccc(C(F)(F)F)c4)CC3)n2)cc1	12%	u	-1	-3%	0%	-20%	-11	2%	-1	-6%	u
N#CCSc1nnc(-c2cccnc2)n1-c1ccccc1	2%	-6%	-1	2%	0%	1%	-10	-3%	-3	2%	0%
N=c1cc(C2(O)CCCCC2)n2c(nc3ccccc32)s1	x	u	3	0.67µM*	0.28µM*	0.58µM*	-20	0.28µM*	-2	-3%	-8%
O=C(COC(=O)Cc1cn2ccsc2n1)Nc1nc2ccccc2s1	1%	-5%	0	u	-1%	4%	6	1%	-12	2%	19%
O=C1c2ccccc2C(=O)N1CCCc1c[nH]c2ccccc12	9%	26%	0	-18%	3%	-2%	-7	18%	4	6%	u
O=C(COC(=O)Cc1ccccc1F)Nc1ccc2[nH]c(=O)[nH]c2c1	7%	x	x	10%	-4%	8%	-1	3%	0	u	x
Cc1cccc(C)c1NC(=O)CSc1nnc(-c2ccco2)c(-c2ccco2)n1	1%	-4%	4	u	0%	-4%	5	-1%	4	u	20%
COC(=O)c1ccc(CSc2nnc(-c3ccncc3)o2)o1	7%	3%	-3	5%	-3%	-1%	-19	2%	6	0%	u
Nc1nnc(-c2cccnc2)s1	3%	13%&6%	-6&4	1%&0%	0%&0%	5%&1%	17	2%&-1%	0	4%&0%	2%&1%
NC(=S)N/N=C/c1c(O)c(Br)cc2oc3c(c12)CCCC3	3%	u	-1	-1%	-2%	0%	-14	-6%	11	-2%	7.9µM*
O=c1c2ccccc2oc2nc(-c3cccs3)n(CCc3ccccc3)c(=O)c12	x	-1%	0	2%	-1%	0%	x	-5%	x	2%	-4%
COc1cc(NC(=O)NCC2CCN(Cc3ccc(C)cc3)CC2)cc(OC)c1OC	16%	-8%	2	0%&2%	-3%	2%	-5	4%	-13	-1%	5%
COC(=O)c1ccc(CSc2nnc(NC(=O)C3CC(=O)N(c4ccc5c(c4)OCCO5)C3)s2)cc1 (stereo unspecified)	8%	u	9	-6%	-1%	6%	-17	-4%	-37	-6%	36%
CC1(C)SCC2C(=O)N3C(CSC3(C)C)C(=O)N21 (stereo unspecified)	4%	2%	0	1%	1%	0%	-6	8%	-3	-8%	-5%
CN(C)c1ccc(C=NCCC2(O)CCOC(C)(C)C2)cc1 (stereo unspecified)	1%	6%	0	-7%	0%	0%	-5	0%	0	-7%	-17%

Some entries already given, showing only Gal4-VP16 FLuc and FBPA coupling cs.
canonical_smiles	Gal4-VP16 FLuc	FBPA coupling cs
COC(=O)c1ccc(N2CCN(c3ccccc3)CC2)c(NC(=O)C2CC2)c1	-10%	0
COc1ccc(-c2noc(CCC(=O)N3CCN(c4cccc(C(F)(F)F)c4)CC3)n2)cc1	u	-1

Later entries.
SMILES	uPA surface inh	Gal4-VP16 FLuc	FBPA coupling cs	FLuc modulator	NPC1 promoter act	ELG1 genotoxic	Giardia killer	Rab9 promoter act	KCNH2 3.1 block	Tb PFK block	RORgamma inh
CCC(=O)Nc1ccc(C(=O)OCc2ccc(Cl)c(Cl)c2)cc1	0%	-11%	0	0%	-2%	4%	-10	-10%	8	0%	u
Cc1ccc(S(=O)(=O)N(C)Cc2nc(-c3ccccn3)no2)cc1	4%	5%	1	-5%	-1%	8%	-7	8%	0	0%	-8%
Cc1ccccc1NC(=S)c1nc2ccccc2[nH]1	-7%	u	2	11µM*	25%	7%	-14	27%	9	9%	u
O=C1OC[C@@H]2CCCN2C(=O)[C@@H](CC(=O)N(CCO)Cc2ccccc2)C/C=C\C[C@@H]1Cc1ccc(F)cc1	-12%	x	x	x	x	-1%	-4	x	-16	2%	x
CCCCCCCN1CCC(=O)N(CCO)CC1	-2%	2%	0	-1%	-1%	3%	-4	-3%	u	3%	-11%
O=C(NCc1ccc(Cl)cc1)C(=O)NCC1OCCN1C(=O)c1cccs1 (stereo unspecified)	0%	-9%	-2	3%	-1%	9%	-2	-2%	-2	0%	u
c1ccc(CCCNCC2COc3ccccc3O2)cc1 (stereo unspecified)	-1%	-9%	-1	5%	-2%	-3%	13	-1%	-1	-1%	36%
O=C(COc1cccnc1[N+](=O)[O-])N1CCc2ccccc21	0%	u	3	-10%	9%	6%	u	17%	x	2%	2%
N#Cc1ccc(CC(C(=O)O)N2Cc3ccccc3C2=O)cc1 (stereo unspecified)	12%	4%	5	-3%	0%	-6%	-2	-4%	0	0%	-13%
O=C(N/N=C/c1ccc(O)cc1)c1ccncc1	-2%	1%	3	-20%	-1%	-1%	16	-3%[1.84 µM]	17	7%	-13%
O=C(NC1CC2CCCC(C1)N2Cc1ccccc1)c1ccc([N+](=O)[O-])cc1 (stereo unspecified)	15%	3%	0	0%	-5%	-5%	-1	4%	-80*	5%	24%
COCCCN1CCc2[nH]c(=S)[nH]c(=O)c2C1	0%	-5%	0	10%	-8%	-2%	4	-7%	6	0%	-11%
Cc1ccccc1NC(=O)COC(=O)c1cc(=O)c2ccccc2o1	x	-4%	4	-1%	-11%	0%	x	0%	x	0%	-13%
Cc1c(S(=O)(=O)Nc2cc(Cl)ccc2Cl)c(=O)n(C)c(=O)n1C	1%	11%	2	2%	-2%	-1%	-8	0%	-16	-4%	-35%
COc1cccc(CNC(=O)C2CCCN(S(=O)(=O)c3c(C)noc3/C=C/N(C)C)C2)c1 (stereo unspecified)	-6%	-1%	x	0%	6%	-1%	28	0%	-6	0%	2%
O=C(O)c1cc(N/N=C/c2c[nH]c3ccccc23)ccc1Cl	1%	18%	3	6.7µM*	2µM*	u	24	1.6µM*	x	4%	29%
COc1cccc(N2CCN(Cc3nc(N)nc(Nc4ccccc4OC)n3)CC2)c1	-3%	-20%	-2	-1%	-4%	-5%	0	-9%	-15	1%	-26%
O=C(N1CCN(c2ccccc2)CC1)C1(S(=O)(=O)c2ccc(Cl)cc2)CC1	-10%	16%	1	0%	1%	0%	-4	5%	17	2%	-10%
Cc1ccc(S(=O)(=O)NN2C(=O)c3ccccc3NC2C)cc1 (stereo unspecified)	6%	-1%	1	3%	-1%	0%	-27	1%	-14	4%	23%
CCCC(=O)Nc1nc2c(OC)ccc(OC)c2s1	-13%	11%	-3	0%	-5%	4%	-24	3%	7	1%	16%
